Screens: PubChem, several laboratories
TRPC4 act: activators of mouse TRPC4 channel. HEK293 TRPC4beta/mu-opioid, Fluo4 calcium fluorescence; stronger effect = higher value. B-score at 10 µM. hit rate 0.49% among 310,000. AID 2237;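 active = B-score above 5 SD of library B-scores, and initial fluorescence ratio not above library mean plus 5 SD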;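 note: positive B-score marks a calcium rise read as TRPC4 activation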
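System – HEK293 cells stably co-expressing mouse TRPC4beta and mu-opioid receptor · Signal – Fluo4 calcium-sensitive dye fluorescence, kinetic, 1 Hz baseline · Benchmarks – buffer (low) and maximal DAMGO (high) · Read-out – B score of integrated fluorescence ratio per well · Incubation – dye loading 45 min room temperature, 110 s kinetic read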
AI-2 QS modul: modulates the Vibrio harveyi AI-2 quorum sensing system | activity change, % at 7.5 µM | hit rate 0.4% among 300,000 | AID 2094 | Vibrio harveyi JMH597 AI-2 luminescence/OD600 ratio, 9 h; stronger effect = lower value; strain lacks LuxN and CqsS sensors; 0 = neutral-control median; in the data active = activity change below about -75%, passing the limit was not always enough;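 note: luminescence divided by OD600 gain over 9 h not by final OD600 alone; inactives centre near 13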
TRPC4 block: TRPC4 (mouse) channel inhibition. Q9QUQ5. B-score at 10 µM. hit rate 0.39% among 300,000. HEK293 TRPC4beta/mu-opioid, DAMGO-evoked Fluo4 calcium flux; stronger effect = lower value. AID 2247;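 active = B-score over 3 SD under the library average, no early fluorescence shift, positive overall ratio signal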
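Assay system: HEK293 cells with stable TRPC4beta plus mu-opioid receptor expression; Probe or stimulus: DAMGO in two steps, submaximal then maximal; Dosing: single-point compound dosing; Measured by: Fluo4 calcium-dye fluorescence, kinetic read; Read-out basis: B score from integrated Fluo4 fluorescence ratio.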
TRPC4 PAM: allosterically enhances the mouse TRPC4 cation channel; B-score at 10 µM; HEK293 TRPC4beta/mu-opioid, DAMGO EC20, Fluo-4 Ca2+ flux; stronger effect = higher value; hit rate 0.42% among 310,000;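 active = B-score of calcium response area above 5 SD of library B-scores, with initial fluorescence ratio within 5 SD of library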;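 note: B-score of integrated fluorescence ratio over time as area under calcium response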
TRPC6 act: mouse TRPC6 channel activation; Q61143; HEK293-TRPC6 membrane potential dye fluorescence; stronger effect = higher value; B-score at 10 µM; hit rate 0.13% among 310,000;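 active = B-score of the integrated fluorescence ratio above library mean plus 3 SD, and starting fluorescence ratio within library mean plus 5 SD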;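 note: higher score means more depolarization so channel activation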
Target sequence (Q61143 whole entry, looked up): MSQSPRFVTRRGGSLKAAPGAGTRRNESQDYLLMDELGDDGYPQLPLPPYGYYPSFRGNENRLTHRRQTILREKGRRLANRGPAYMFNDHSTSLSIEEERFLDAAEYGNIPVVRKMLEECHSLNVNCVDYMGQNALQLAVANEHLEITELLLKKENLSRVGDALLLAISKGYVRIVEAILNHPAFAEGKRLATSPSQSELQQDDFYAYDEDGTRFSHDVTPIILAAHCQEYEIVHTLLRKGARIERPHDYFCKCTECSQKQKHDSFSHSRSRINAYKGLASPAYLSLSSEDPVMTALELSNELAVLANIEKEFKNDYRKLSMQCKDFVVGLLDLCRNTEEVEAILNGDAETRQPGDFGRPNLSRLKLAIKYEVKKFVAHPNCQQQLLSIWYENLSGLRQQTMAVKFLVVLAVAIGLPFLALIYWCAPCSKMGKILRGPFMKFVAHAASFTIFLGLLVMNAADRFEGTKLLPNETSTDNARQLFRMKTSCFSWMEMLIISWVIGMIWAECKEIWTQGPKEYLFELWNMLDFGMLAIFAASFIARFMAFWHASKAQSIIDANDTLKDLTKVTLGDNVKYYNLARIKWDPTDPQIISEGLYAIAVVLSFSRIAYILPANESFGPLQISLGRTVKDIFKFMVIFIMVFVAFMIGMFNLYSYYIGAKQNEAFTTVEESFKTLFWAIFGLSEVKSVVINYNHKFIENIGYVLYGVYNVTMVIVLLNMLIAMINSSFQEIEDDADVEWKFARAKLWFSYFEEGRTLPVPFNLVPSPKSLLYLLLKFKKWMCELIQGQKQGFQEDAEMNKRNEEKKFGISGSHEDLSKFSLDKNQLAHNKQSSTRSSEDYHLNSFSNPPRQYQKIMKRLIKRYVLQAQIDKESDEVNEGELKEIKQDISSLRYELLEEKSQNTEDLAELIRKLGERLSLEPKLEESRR
MrgX1 ag: human MrgX1 receptor agonism, primary screen | Q96LB2 | MrgX1-HEK293 cells, Fluo-4 calcium fluorescence, agonist mode; stronger effect = higher value | B-score at 10 µM | hit rate 0.44% among 310,000;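 active = calcium response B-score plate-corrected fluorescence ratio at least 3 library SD, with starting fluorescence B-score inside 5 SD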
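System – MrgX1-expressing HEK293 cells · Incubation – cells plated overnight, dye loaded 0.5 h 37 °C, 0.5 h room temperature · Technique – kinetic Fluo-4 NW fluorescence of intracellular calcium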
MrgX1 PAM: human MrgX1 positive allosteric modulation, primary screen; B-score at 10 µM; AID 588675; MrgX1-HEK293, Fluo-4 calcium flux, FDSS; stronger effect = higher value; hit rate 0.63% among 310,000; Q96LB2;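 active = plate-corrected calcium response at least 3 library SD above typical, normal starting fluorescence, not activating the receptor alone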;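 note: compound read alongside a low EC10 to EC30 dose of BAM8-22 agonist; peak minus trough fluorescence over baseline measured at the second addition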
MrgX1 antag: antagonists of human MrgX1 receptor; Q96LB2; MRGX1-HEK293 calcium flux, Fluo-4, BAM8-22 antagonism; stronger effect = lower value; B-score at 10 µM; hit rate 1.3% among 310,000;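 active = calcium-response B-score plate-corrected more than 3 library SD below zero, starting fluorescence within 5 deviations, no agonist response on first addition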;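 note: peak minus trough fluorescence over baseline after final BAM8-22 challenge near maximal dose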
TRPC6 inh: inhibitors of mouse TRPC6 channel. Q61143. HEK293-TRPC6, membrane potential dye, ACh-evoked depolarization; stronger effect = lower value. AID 2553. hit rate 1.1% among 310,000. B-score at 10 µM;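 active = B-score under library mean minus 3 SD, initial fluorescence not abnormally high, positive integrated signal ratio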;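 note: B-score derived from integrated fluorescence ratio over the kinetic read; more negative B-score means stronger inhibition of depolarization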
HIF activator: HIF pathway transcriptional activation. U2OS HRE-luciferase reporter, luminescence; normalized: DMSO 0%, desferrioxamine 100%. activation, % at 7.5 µM (by protocol). hit rate 0.32% among 300,000;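 active = mean activation of at least 10% of the iron chelator positive control signal, with at least half of replicates also reaching 10%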
PolyA inhibitor: blocks polyadenylation in yeast reporter cells; S. cerevisiae SKY197-pL101 polyadenylation reporter, beta-gal luminescence; efflux-impaired pdr1/pdr3 knockout yeast; score 100 = 6 SD above DMSO; calls only at 12 µM; hit rate 0.02% among 300,000; AID 1875;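 active = lowest replicate activity score at least 50, where 100 means six control SD above control mean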;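 note: yeast exposed to compound for 9 h at 30 °C; higher score means more reporter readthrough which indicates perturbed polyadenylation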
* hit, by the source's call; i = inactive; nt = no result given. These rows are one share of the data; count on the stated rates, not on these rows.

compound	AI-2 QS modul	TRPC4 PAM	HIF activator	TRPC4 act	MrgX1 antag	TRPC4 block	TRPC6 act	TRPC6 inh	PolyA inhibitor	MrgX1 PAM	MrgX1 ag
Cc1ccc(C2(c3noc(CN4CCC(c5ccncc5)CC4)n3)CCCC2)cc1	21	i	-0.4	i	i	i	i	i	i	i	i
Cc1cccc(NC(=S)NCc2ccc3c(c2)cc(C)n3C)c1C	32	i	-0.9	i	i	i	i	i	i	i	i
Cc1ccc(NC(=O)Cn2nnc3ccccc32)c(C)c1	18	i	0.2	i	i	i	i	i	i	i	i
CCCc1ccc(Oc2cc(NN3CCCCC3)c([N+](=O)[O-])cc2[N+](=O)[O-])cc1	8	i	-0.3	i	i	i	i	i	i	i	i
C(=N\Nc1nc2ccccc2[nH]1)/c1ccncc1	38	i	2.8	i	i	i	i	i	i	i	i
COc1ccc(OC)c(CCNC(=O)Cc2ccc(NC3=NC4CS(=O)(=O)CC4S3)cc2)c1 (configuration not stated)	21	i	-0.1	i	i	i	i	i	i	i	i
Cc1ccc(NS(=O)(=O)c2c(C(=O)N3CCCCCC3)c(C)n(C)c2C)c(Cl)c1	4	i	0.2	i	i	i	i	i	i	i	i
COCCCn1c(=O)/c(=C\c2ccccc2OC(F)F)s/c1=C(/C#N)C(N)=O	15	i	-0.3	i	i	i	i	i	i	i	i
CCOc1ccc2nc(SCC(=O)NCc3ccc(OC)cc3)[nH]c2c1	22	i	-24	i	i	i	i	i	i	i	i
CCOc1ccccc1-c1nc(C(N)=O)c2[nH]c(=O)n(-c3ccccc3)c2n1	23	i	-0.2	i	i	i	i	i	i	i	i
Nc1nnc(SCC(=O)c2ccco2)s1	20	i	0.5	i	i	i	i	i	i	i	i
CO/N=C/C(=N\Nc1ccc(C)cc1)C(=O)c1ccc(OC)cc1	11	i	1.9	i	i	i	i	i	i	i	i
Cn1c(=O)n(Cc2ccco2)c(=N)c2c3c(sc21)CCC3	21	i	0.0	i	i	i	i	-7.1*	nt	i	i
O=C(COc1ccc(Cl)cc1Cl)N1CCN(C(=O)c2ccco2)CC1	25	i	0.1	i	i	i	i	i	i	i	i
O=C(Nc1ccc(OC(F)(F)F)cc1)c1ccc2ccccc2n1	4	i	1.4	i	i	i	i	i	i	i	i
CCC(C)[C@H](NC(=O)N1CC(=O)Nc2ccccc21)C(=O)NC(C)CCc1ccccc1 (some centres not stated)	0	i	-0.1	i	i	i	i	i	i	i	i
O=C(c1ccc(Cl)c(S(=O)(=O)NCc2ccccc2)c1)N1CCN(c2ccccn2)CC1	10	i	0.0	i	i	i	i	i	i	i	i
CN1c2ccccc2C(C)(C)C12CC(c1ccc(S(=O)(=O)N3CCCCC3)cc1)=NO2 (configuration not stated)	25	i	-0.5	i	i	i	i	i	i	i	i
COc1cccc(S(=O)(=O)Nc2noc3ccccc23)c1	36	i	-0.3	i	i	i	i	i	i	i	i
CCc1nnc(NC(=O)CCc2ccc(C)o2)s1	0	i	0.0	i	i	i	i	i	i	i	i
Cc1cc2ccccn2c1C(C[N+](=O)[O-])c1ccc(N(C)C)cc1 (configuration not stated)	16	i	-0.1	i	i	i	i	i	i	i	i
COc1ccc(NC(=O)CC2SC3=NCCN3C2=O)cc1 (configuration not stated)	11	i	0.2	i	i	i	i	i	i	i	i
O=c1[nH]n2c(=O)c3c([nH]c2c1N=Nc1cccc(Cl)c1)CCC3	41	i	0.3	i	i	i	i	i	i	i	i
COc1ccc(S(=O)(=O)Cc2ccc(C(=O)NCc3ccccn3)o2)cc1	22	i	-0.1	i	i	i	i	i	i	i	i
COc1ccc(/C=N/NC(=O)c2nc(-c3ccccc3)n(-c3ccccc3)n2)cc1	49	i	0.7	i	i	i	i	i	i	i	i
O=C(CC(C(=O)O)C1CCCO1)NCCc1ccc2c(c1)OCO2 (configuration not stated)	9	i	0.2	i	i	i	i	i	i	i	i
CCN1C(=O)N[C@@H](c2ccccc2)C(C(=O)OC)=C1C	14	i	0.1	i	i	i	i	i	i	i	i
Cc1ccc(C(=O)N2N=C(c3ccc(Br)cc3)CC2c2ccccc2O)cc1 (configuration not stated)	9	i	0.2	i	i	i	i	i	i	i	i
Cc1csc(SCC(=O)N2CCN(S(=O)(=O)c3ccccc3)CC2)n1	14	i	-0.6	i	i	i	i	i	i	i	i
CCc1nnc(NC(=O)CSc2nnc(-c3ccncc3)n2Cc2ccccc2)s1	-3	i	0.3	i	nt	i	i	i	i	nt	nt
C/C(CC(=O)C(F)(F)F)=N\NC(=O)/C(C#N)=C/N(C)C	7	i	nt	i	i	i	i	i	i	i	i
N#Cc1c(SCC(=O)N2CCOCC2)nsc1SCC(=O)N1CCOCC1	33	i	-0.2	i	i	i	i	i	i	i	i
Nc1ccc(C(=O)OCC(=O)Nc2cc([N+](=O)[O-])ccc2F)cc1	1	i	1.2	i	i	i	i	i	i	i	i
COc1cccc(CNC(=O)c2ccc(NC(=O)C3=CSCCO3)cc2)c1	17	i	-0.1	i	i	i	i	i	i	i	i
CC(C)(C)C(=O)Cn1c(=O)n(CC2CCCO2)c(=O)c2ccccc21 (configuration not stated)	11	i	-0.6	i	i	i	i	i	i	i	i
COc1ccc2nc(COC(=O)c3cccs3)c(C(C)=O)[n+]([O-])c2c1	13	i	-0.7	i	i	i	i	i	i	i	i
COc1cccc(C2NC(C)(C(=O)O)C3C(=O)N(C(C)C)C(=O)C23)c1O (configuration not stated)	23	i	nt	i	i	i	i	i	i	i	i
CCc1cc(C(=O)COc2ccc(F)cc2)c(O)cc1O	-13	i	2.6	i	i	i	i	i	i	i	i
COc1ccc(S(=O)(=O)NCc2cccnc2)cc1NC(=O)c1ccccc1	nt	i	0.2	i	i	i	i	i	i	i	i
COC(=O)c1cc(S(=O)(=O)N(C)C2CCCCC2)c[nH]1	nt	i	0.2	i	i	i	i	i	i	i	i
Cc1ccc(OCC(=O)Nc2nnc(S(=O)(=O)N3CCC(C)CC3)s2)cc1	13	i	-0.2	i	i	i	i	i	i	i	i
Cn1c(NC(=O)c2ccc(F)c(F)c2)cc(=O)n(C)c1=O	2	i	-0.1	i	i	i	i	i	i	i	i
COc1ccccc1N1CCN(S(=O)(=O)c2ccc(Br)s2)CC1	42	i	0.0	i	i	i	i	i	i	i	i
COc1cccc(CNC(=O)C2CCCN(S(=O)(=O)c3c(C)[nH]c(=O)[nH]c3=O)C2)c1 (configuration not stated)	126	i	-0.3	i	i	i	i	i	i	i	i
CC(=O)Nc1nonc1-c1nc2ccccc2n1Cc1ccccn1	25	i	0.5	i	i	i	i	i	i	i	i
O=C(O)Cc1c(C(=O)O)nnn1-c1cccc(C(F)(F)F)c1	3	i	-0.2	i	i	i	i	i	i	i	i
COc1cc(OC)c(C=O)c(OC(=O)N2CCOCC2)c1	13	i	-6.7	i	i	i	i	i	i	i	i
Cc1ccc(C(=O)CSc2nc(-c3ccccc3)ccc2C#N)cc1	0	i	0.3	i	i	i	i	i	i	i	i
Cc1cc(C(=O)Nc2ccccc2)c(C)o1	0	i	0.5	i	i	i	i	i	i	i	i
N#Cc1ccc(C(=O)NCC(c2ccco2)N2CCCC2)cc1 (configuration not stated)	19	i	-0.1	i	i	i	i	i	i	i	i

Additional entries
compound	AI-2 QS modul	TRPC4 PAM	HIF activator	TRPC4 act	MrgX1 antag	TRPC4 block	TRPC6 act	TRPC6 inh	PolyA inhibitor	MrgX1 PAM	MrgX1 ag
COCCCNc1nc2c(c(=O)[nH]c(=O)n2C)n1CC(O)COc1ccccc1C (configuration not stated)	13	i	nt	i	i	i	i	i	i	i	i
O=C(COc1ccc(Cl)cc1)NCCNc1ccc([N+](=O)[O-])cc1	8	i	0.4	i	i	i	i	i	i	i	i
C=CCN1C(=O)c2ccc(C(=O)NCCOc3ccccc3F)cc2C1=O	11	i	0.1	i	i	i	i	i	i	i	i
CC1CN(C(=S)Nc2ccc(F)cc2F)CC(C)O1 (configuration not stated)	22	i	0.5	i	i	i	i	i	i	i	i
FC(F)(F)c1ccccc1CN1CCN(C2CCCCCC2)CC1	18	i	0.6	i	i	i	i	i	i	i	i
O=C(O)c1cccc(NC(=S)N/N=C/c2cccc(O)c2)c1	22	i	-1.3	i	i	i	i	i	i	i	i
COc1ccc(C(=O)NCCCc2ccccc2)cc1OC	24	i	-24	i	i	i	i	i	i	i	i
COc1ccccc1NC(=O)CC(=O)CSc1nnc(-c2ccc(C)cc2)n1-c1ccccc1	10	i	0.5	i	i	i	i	i	i	i	i
Cc1ccc2[nH]c(=O)c(CN(CCCN(C)C)C(=S)NCCc3ccccc3)cc2c1	4	i	-1.1	i	i	i	i	i	i	i	i
Oc1cccc(Nc2c3ccccc3nc3ccccc23)c1	7	i	4.5	i	i	i	i	i	i	i	i
O=C(Nc1ccccc1C(=O)Nc1ccncc1)c1ccccc1	7	i	0.1	i	i	i	i	i	i	i	i
CCc1nnc(SCC(=O)Nc2nccs2)n1CC	12	i	0.0	i	i	i	i	i	i	i	i
CC(=O)Nc1ccc(S(=O)(=O)NC2CC(=O)N(c3ccc4c(c3)OCCO4)C2)cc1 (configuration not stated)	20	i	0.2	i	i	i	i	i	i	i	i
O=C1CC(c2ccco2)CC(O)=C1C=NCCN1CCN(C(=O)Nc2ccc(Cl)cc2)CC1 (configuration not stated)	7	i	0.3	i	i	i	i	i	i	i	i
